USP1 inh: Inhibitors of USP1/UAF1: Primary Screen. Ubiquitin carboxyl-terminal hydrolase 1 (Homo sapiens), O94782. recombinant USP1/UAF1, Ub-Rhodamine cleavage fluorescence. Potency, µM (highest dose often 57.1 µM), for the others: top-dose activity change, negative = inhibition, usual class: inhibitors. hit rate 0.23% among 390,000. AID 743255, 2014; note: potency is the fitted concentration of half-maximal effect; % is set by controls: 0 for no effect and ±100 for the full control effect; nearly all actives have a fitted effect of over 60% in size; inactives centre near -12
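High-throughput fluorogenic screen: 1nM USP1/UAF1 complex, Ub-Rho substrate 150nM final, 50mM HEPES pH 7.8 with 0.5mM EDTA, 0.1 mg/ml BSA, 1mM TCEP and 0.01% Tween-20.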
TRHR PAM: qHTS for Small Molecule Agonists and Allosteric Enhancers of Human TRH Receptor: Primary Screen for Enhancers; enhancement, % at 2 µM; hit rate 0.66% among 360,000; TRHR cells, fluo-8 calcium fluorescence, EC20 TRH enhancement; in the data active = enhancement above about 30%; note: 0% is about no effect
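Enhancer read-out: after compound pinning and an initial kinetic agonist-mode read, an EC20 of TRH (10 nM final) was injected and fluo-8 calcium signal (Ex 480/Em 530) followed at 1 s/cycle for 100 cycles in TRHR-expressing cells.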
TRHR agonist: qHTS for Small Molecule Agonists and Allosteric Enhancers of Human TRH Receptor: Primary Screen for Agonists. Thyrotropin-releasing hormone receptor (Homo sapiens), P34981. TRHR cells, calcium flux fluo-8, FDSS agonist mode. activation, % at 2 µM. hit rate 0.18% among 360,000; in the data active = activation above about 30%; note: 0% is about no effect
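TRHR-expressing cells, plated overnight in medium with 10% serum, were loaded with fluo-8 calcium dye at room temperature. After a 10 s baseline, library compound was pin-added and calcium release was recorded kinetically (ex 480/em 530) as agonist response.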
D2 antag: HTS Assay for Allosteric Antagonists of the Human D2 Dopamine Receptor: Primary Screen for Antagonists; HEK293 TREx D2 cells, calcium flux, dopamine EC80; AID 485344, 2010; inhibition, % at 10 µM; hit rate 2% among 340,000; D(2) dopamine receptor (Homo sapiens), P14416; in the data active = inhibition above about 30%; note: 0% is about no effect
Target sequence (P14416 whole entry, looked up): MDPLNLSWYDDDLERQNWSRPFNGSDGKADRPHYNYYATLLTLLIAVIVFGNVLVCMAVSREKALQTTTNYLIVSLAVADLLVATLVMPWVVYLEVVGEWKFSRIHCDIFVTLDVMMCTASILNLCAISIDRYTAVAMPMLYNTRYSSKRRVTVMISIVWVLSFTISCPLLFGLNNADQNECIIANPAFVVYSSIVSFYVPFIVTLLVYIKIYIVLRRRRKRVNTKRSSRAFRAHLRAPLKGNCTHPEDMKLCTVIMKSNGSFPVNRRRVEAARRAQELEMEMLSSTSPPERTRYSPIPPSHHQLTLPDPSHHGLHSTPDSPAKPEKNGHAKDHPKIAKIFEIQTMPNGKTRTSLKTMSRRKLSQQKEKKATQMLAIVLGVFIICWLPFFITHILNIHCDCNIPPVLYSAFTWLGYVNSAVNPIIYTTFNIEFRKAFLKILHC
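Dopamine at EC80 is the agonist stimulus; test compounds precede it by 180 s. Calcium flux read kinetically in a force-coupled, inducible HEK293 T-REx D2 cell line.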
Pin1 inh: qHTS Assay to Find Inhibitors of Pin1 | hit rate 0.009% among 390,000 | Potency, µM (titrated, usually from 115 µM), inactives show at the highest dose activity, negative = inhibition, actives largely listed as inhibitors | AID 504891, 2011 | Peptidyl-prolyl cis-trans isomerase NIMA-interacting 1 (Homo sapiens), Q13526 | Pin1 FP peptide displacement, HiFluor488, 10 min; active = well fitted inhibition curve with a large enough effect in the polarisation, with a control signal flat, not every such curve was filed as active; inconclusive = small, poorly fitted or top-dose-only effect, or effect the other way, or a change in a side signal; inactive = no such curve, though single readings can be large or run the other way; the % refers to the polarisation; note: potency is the fitted concentration of half-maximal effect; % is set by controls: 0 for no effect and ±100 for the full control effect
Target sequence (Q13526 whole entry, looked up): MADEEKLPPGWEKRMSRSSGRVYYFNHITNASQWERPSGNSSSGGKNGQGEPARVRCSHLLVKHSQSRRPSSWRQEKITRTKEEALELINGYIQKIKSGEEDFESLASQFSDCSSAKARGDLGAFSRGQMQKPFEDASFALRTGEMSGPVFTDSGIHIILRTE
IDH1 R132H inh: qHTS for Inhibitors of mutant isocitrate dehydrogenase 1 (IDH1): qHTS | Isocitrate dehydrogenase [NADP] cytoplasmic (Homo sapiens), O75874 | IDH1-R132H enzyme, NADPH consumption, diaphorase/resazurin fluorescence | Potency, µM (highest dose often 76.6 µM), without a hit: at the top dose activity change, negative = inhibition, hits mostly inhibitors | hit rate 0.093% among 390,000 | AID 602179, 2012; note: potency is the fitted concentration of half-maximal effect; % is set by controls: 0 for no effect and ±100 for the full control effect; nearly all actives have a fitted effect of over 65% in size
Target sequence (O75874 whole entry R132H, stated change not applied): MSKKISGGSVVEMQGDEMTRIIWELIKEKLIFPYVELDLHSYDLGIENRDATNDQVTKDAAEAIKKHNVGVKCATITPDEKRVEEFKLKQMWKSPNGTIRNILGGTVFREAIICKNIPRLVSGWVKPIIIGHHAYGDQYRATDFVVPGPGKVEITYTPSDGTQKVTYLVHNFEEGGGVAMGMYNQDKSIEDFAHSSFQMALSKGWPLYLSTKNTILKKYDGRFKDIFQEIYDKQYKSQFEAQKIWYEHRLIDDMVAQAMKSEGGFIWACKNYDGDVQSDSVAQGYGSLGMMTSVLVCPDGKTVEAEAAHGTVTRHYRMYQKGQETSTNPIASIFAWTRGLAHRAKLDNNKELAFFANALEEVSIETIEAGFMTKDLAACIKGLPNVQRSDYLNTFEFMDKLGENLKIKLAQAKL
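IDH1-R132H (0.5 ug/mL dispensed) in pH 7.5 Tris buffer was preincubated 30 min with compound, then given a substrate mix of 0.016 mM NADPH and 2 mM alpha-KG for 80 min at room temperature; remaining NADPH was read by diaphorase/resazurin fluorescence.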
TrxR1 substrate: qHTS Assay for Substrates of Mammalian Selenoprotein Thioredoxin Reductase 1 (TrxR1): qHTS. purified TrxR1 substrate turnover, NADPH consumption readout. Potency, µM (highest dose often 114 µM), for the others: top-dose activity change, negative = substrate turnover. hit rate 0.01% among 390,000. AID 588456, 2011; note: potency is the fitted concentration of half-maximal effect; % is set by controls: 0 for no effect and ±100 for the full control effect; nearly all actives have a fitted effect of over 50% in size
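Rat TrxR1, dispensed at 90 nM, was prereduced with 400 uM NADPH (final) for 5 min at ~22 deg C, then incubated with compound 15 min before 400 uM selenite. A first-read NADPH fluorescence drop versus no-compound background flagged substrates.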
D2 ag: HTS Assay for Allosteric Agonists of the Human D2 Dopamine Receptor: Primary Screen for Agonists; activation, % at 2 µM; hit rate 0.53% among 340,000; AID 485358, 2010; HEK293 T-REx D2 cells, calcium flux agonist mode;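 active = activation over 3 SD above normal in the single-dose calcium agonist read, cut at about 30% in these data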; note: 0% is about no effect
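Agonism is scored from calcium flux in a force-coupled, inducible HEK293 cell line expressing D2, read kinetically for 180 s after compound addition against dopamine controls.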
rTrxR1 inhibitor: qHTS Assay for Inhibitors of Mammalian Selenoprotein Thioredoxin Reductase 1 (TrxR1): qHTS. recombinant rTrxR1, NADPH fluorescence consumption, selenite substrate. Potency, µM (titrated, usually from 114 µM), inactives show at the top dose activity change, negative = inhibition, most hits filed as inhibitors. hit rate 1% among 390,000. AID 588453, 2011; note: potency is the fitted concentration of half-maximal effect; % is set by controls: 0 for no effect and ±100 for the full control effect; nearly all actives have a fitted effect of over 65% in size
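Rat TrxR1 (90 nM in the dispensed reagent) was pre-reduced with 400 uM NADPH for 5 min at room temperature, then incubated with compound for 15 min. After 400 uM selenite was added, NADPH fluorescence (Ex 340/Em 450 nm) was followed for 8 min.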
Starred values were filed as active, the others as inactive; u = inconclusive; x = not tested or not shown; & = joins results of further samples; [ ] = dose if it differs, or a comment. Unless noted, calls come from the whole dose curve; as a rule, active = well fitted inhibition curve with a large enough effect; inconclusive = small, poorly fitted or top-dose-only effect; inactive = no such curve, though single readings can be large or run the other way. The list is partial; count on the stated rates, not on these rows.

SMILES | USP1 inh | TRHR PAM | TRHR agonist | D2 antag | Pin1 inh | IDH1 R132H inh | TrxR1 substrate | D2 ag | rTrxR1 inhibitor
CCOc1ccc(CN(C)CC(O)COC(c2ccc(OC)cc2)c2ccc(OC)cc2)cc1 (stereo unspecified) | -21% | 5 | -0.6 | 30* | -4% | 8% | -1%[57.1 µM] | 0.4 | -1%[57.1 µM]
Cc1ccc(NC(=O)Cn2nnc(C(=O)NCCc3ccccc3)c2N)cc1Cl | -16%&-15% | -7&0 | 1.7&1.0 | 15 | 9%&14% | 14%&-12% | 0%&-2% | -1.1&1.3 | 11%&19%
Nc1ccc2ccccc2c1N=Nc1ccccc1 | -15% | x | x | x | -19% | 7% | 7%[57.1 µM] | x | 8%[2.29 µM]
CC(OC(=O)c1cccc(N2C(=O)c3ccccc3C2=O)c1)C(=O)Nc1ccc(N(C)C)cc1 (stereo unspecified) | -18% | 0 | -0.1 | -4 | -2% | 0% | -3% | 0.2 | 5%
CCOC(=O)c1c(NC(=O)c2cc(-c3cccc(Cl)c3)on2)sc(C)c1C | -3% | 20 | -0.2 | x | 6% | -18% | 2% | 0.0 | 13%
N#CC(C#N)=Cc1ccc(OC(=O)c2ccccn2)cc1 | -16% | 4 | -0.3 | -6 | -1% | 1% | 0%[57.1 µM] | 0.3 | 13µM*
COc1ccc(C(=O)Nc2ccc(C)cc2C(=O)c2ccccc2)c(OC)c1 | 2% | -8 | -0.6 | 5 | 3% | -1% | -14% | 0.3 | -12%
CN1CCN(c2cc(=O)n(-c3ccc(Cl)cc3)c(=O)[nH]2)CC1 | -17% | 7 | -0.5 | -5 | -2% | -2% | 9% | 1.0 | u
CC(C)(C)NC(=O)CSCc1c(Cl)cccc1Cl | -13% | 7 | -0.2 | 4 | -5% | 4% | 18% | -0.7 | 23%
COCCNC(=O)C(c1ccc(F)cc1)N(C(=O)CCC(=O)Nc1nccs1)c1cccc(C)c1 (stereo unspecified) | -9% | -10 | 0.4 | x | -1% | 6% | 5%[57.1 µM] | x | 12%[57.1 µM]
Nc1nc(-c2ccccc2)c(CCCOc2ccc(NC(=O)CBr)cc2)c(=O)[nH]1 | -8% | x | x | x | 8% | -6% | -5% | x | 45µM*
COc1cc2c(c(OC)c1OC)-c1ccc(OC)c(=O)cc1C(NC(=O)c1ccccc1)CC2 (stereo unspecified) | 0% | x | x | x | 3% | 4% | -11% | x | -14%
NS(=O)(=O)c1ccc(Sc2nc3ccccc3s2)c([N+](=O)[O-])c1 | -14% | 4 | -0.5 | -4 | -12% | 0% | -20%[57.1 µM] | 8.7 | -49%
COc1ccc(C)cc1NC(=O)c1ccc2c(=O)n3c(nc2c1)CCCCC3 | -28%&-20% | 0&-4 | -1.2&-0.5 | 7 | 2%&2% | -4% | -2%&-8% | -0.8&0.2 | 8%&-7%
COc1ccc(CNC(=O)CSc2nnc(C3CC3)n2C2CC2)cc1 | -7% | -3 | -0.1 | -3 | -3% | 1% | -8% | -0.1 | 7%
CSCC[C@H](NC(=O)COc1ccc(Cl)cc1Cl)c1nc2ccccc2[nH]1 | -14% | -7 | -0.8 | 0 | -1% | 7% | -1% | -0.7 | 4%
C=CCOn1c(=O)c(-c2ccc(OC)cc2)[n+]([O-])c2ccccc21 | -21% | 8 | 0.2 | 1 | 7% | 11% | -6% | 0.3 | -29%
O=C1NC2(CCCCC2)C(=O)N1/N=C/c1ccccc1Br | -12% | -2 | 0.4 | 1 | 4% | -1% | -5% | -0.1 | 21%
CC(C)NC(=O)C12CC3CC(C1)CC(n1cnc(Cl)n1)(C3)C2 | 1% | 3 | 0.7 | -2 | -2% | 1% | -3% | -0.1 | 4%
CCCCSCCCNC(=O)c1cn(C)c2ccc(S(=O)(=O)N3CCCCCC3)cc2c1=O | u | 4 | -0.2 | x | -7% | -6% | -2% | 0.1 | 18%
COC(=O)Cn1cnc2scc(-c3ccc(C)c(C)c3)c2c1=O | -9% | 9 | -0.2 | -5 | -7% | -6% | -6% | -1.4 | 14%
CCOc1ccc(Cl)cc1S(=O)(=O)N1CCC(C(=O)NCC2CCCO2)CC1 (stereo unspecified) | -15% | 12 | 0.2 | x | -5% | -4% | -3% | x | 6%
CCOC(=O)C1(CC2CC2)CCN(Cc2cnc(-c3ccc(OC)cc3)nc2)CC1 | -15% | -4 | 0.2 | -1 | 4% | 5% | -4% | -0.3 | 31%
Cc1ccc(S(=O)(=O)NCCCNC(=O)c2ccccc2)cc1 | -19% | 5 | -1.5 | -6 | -5% | 0% | 8% | 0.3 | 16%
O=C(NCCS(=O)(=O)N1CCCCCC1)c1ccccc1 | -5% | 2 | 0.5 | -1 | 1% | 7% | -5% | -0.2 | -12%
COc1ccc(/C=C2\SC(=S)N(CC(=O)N(C)C3CCS(=O)(=O)C3)C2=O)cc1 (stereo unspecified) | 2% | 2 | -1.1 | 4 | 15% | 0% | -1%[57.1 µM] | 1.2 | -1%[57.1 µM]
COc1ccccc1C(=O)NC(=O)COC(=O)c1cccc(NC(C)=O)c1 | -4% | 0 | 0.5 | -14 | -10% | 3% | -2% | -2.4 | -10%
NS(=O)(=O)c1ccc(CNC(=O)c2ccncc2)cc1 | -9% | 3 | -0.3 | -4 | 6% | -7% | -10% | 0.2 | -2%
CCNC(=O)OCc1cn(-c2ccccc2)nn1 | -18% | -6 | -0.2 | -2 | 3% | 1% | 6%[57.1 µM] | 1.7 | 19%[57.1 µM]
CCc1noc(C)c1C(=O)N1CCCC(C(=O)c2cc(F)ccc2OC)C1 (stereo unspecified) | 5% | 1 | 0.3 | -21 | -2% | 2% | 6% | -0.4 | 25%
CC(NC(=O)C(Cc1ccccc1)N1C(=O)C2C3CCC(C3)C2C1=O)c1ccccc1 (stereo unspecified) | -1% | 0 | -2.0 | -3 | u | -2% | 3% | -0.2 | 18%
COC(=O)/C(=C/N(C)C)C(=O)N1CCN(c2ccc(Cl)c(Cl)c2)CC1 | -17% | -3 | 0.0 | -4 | -6% | -5% | 0%[57.1 µM] | 0.4 | 9%[57.1 µM]
CNC(=O)OC(C)CNS(=O)(=O)c1ccc(C)cc1 (stereo unspecified) | -1% | -1 | -0.6 | -3 | 4% | 1% | 5%[57.1 µM] | 0.3 | 23%[57.1 µM]
COc1ccccc1CNC(=O)C1CCCN(S(=O)(=O)c2cccc3nonc23)C1 (stereo unspecified) | -16% | -3 | -0.6 | -4 | -2% | 1% | 1% | -0.4 | -1%
Cc1cc(Br)ccc1OCC(=O)NNC(=O)Cc1ccccc1 | -16% | -3 | -0.1 | -2 | -1% | 1% | 6% | -1.0 | 16%
Cc1ccc(S(=O)(=O)N/N=C/c2cn(C)nc2C)cc1 | -4% | -1 | 0.1 | 6 | 0% | 1% | 5%[57.1 µM] | 0.0 | -7%
CCCSCCCNC(=O)C1CCN(C(=O)c2cc3sccc3n2C)CC1 | -13% | -4 | -0.1 | x | u | 10% | -5% | 0.7 | -2%
COc1ccc(-n2c(Cc3cccn3C)nnc2SCC(=O)Nc2ccc(C(C)=O)cc2)cc1 | -14% | 4 | -0.4 | 27 | 1% | 0% | -2%[57.1 µM] | -1.1 | 2%[57.1 µM]
COc1ccc(C(=O)Nc2nnc(S(=O)(=O)N(C)Cc3ccc(F)cc3)s2)cc1OC | -11% | -3 | -0.1 | 2 | 7% | 1% | 2% | 0.2 | 12%

Entries of single compounds, looked up by structure:
`Nc1nc(-c2ccccc2)c(CCCOc2ccc(NC(=O)CBr)cc2)c(=O)[nH]1` is entered as USP1 inh = -8%; TRHR PAM = x; TRHR agonist = x; D2 antag = x; Pin1 inh = 8%; IDH1 R132H inh = -6%; TrxR1 substrate = -5%; D2 ag = x; rTrxR1 inhibitor = 45µM*
`COCCNC(=O)C(c1ccc(F)cc1)N(C(=O)CCC(=O)Nc1nccs1)c1cccc(C)c1` (stereo unspecified) is entered as USP1 inh = -9%; TRHR PAM = -10; TRHR agonist = 0.4; D2 antag = x; Pin1 inh = -1%; IDH1 R132H inh = 6%; TrxR1 substrate = 5%[57.1 µM]; D2 ag = x; rTrxR1 inhibitor = 12%[57.1 µM]

An excerpt from above, reduced to Pin1 inh, IDH1 R132H inh and USP1 inh.
| Structure | Pin1 inh | IDH1 R132H inh | USP1 inh |
| --- | --- | --- | --- |
| CCCSCCCNC(=O)C1CCN(C(=O)c2cc3sccc3n2C)CC1 | u | 10% | -13% |
| COc1ccccc1CNC(=O)C1CCCN(S(=O)(=O)c2cccc3nonc23)C1 (stereo unspecified) | -2% | 1% | -16% |
